TNF necrop inh – blocks TNF-alpha induced death of Jurkat FADD-/- cells | Jurkat FADD-/- TNF necroptosis rescue, ATP luminescence, 24 h; 0 = TNF only, 100 = no-TNF cells | 220,000 tested, 0.068% active | activation (protection from cell death), % at 10 µM;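 active = activation, meaning protection from cell death, of at least 50% relative to plate controls; inactive = activation below 50%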;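 note: necroptosis triggered by 40 ng/mL TNF-alpha added together with compound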
eIF4E 4G PPI – blocks eIF4E binding to eIF4G; AID 782; 220,000 tested, 0.37% active; TR-FRET eIF4E-eIF4GI(517-606) binding, 2 h; P63073+Q04637; inhibition, % at 21.7 µM;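 active = inhibition above about 30%, limit read from the data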;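 note: 0% = full FRET control wells and 100% = background wells lacking eIF4GI fragment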
PERK inh – human PERK inhibition, primary cell-based screen; Q9NZJ5; CHO PERK-DD fusion, SEAP luminescence translation reporter; inhibition, % at 5.6 µM; 220,000 tested, 0.17% active; AID 1416;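 active = inhibition above the mean inhibition of all tested compounds plus 3 SD, set separately per screening campaign, cut at about 2.9% in these data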;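 note: PERK kinase domain activated by AP20187 dimerizer at 100 nM; 0% = DMSO with dimerizer and 100% = rapamycin at 8.4 µM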
Cl transport mod – modulates chloride dependent transport by human KCC2; 190,000 tested, 2.2% active; B-score of Tl+ flux slope (higher = more flux/activation; lower = inhibition) at 10 µM; KCC2 cells, thallium flux FluoZin-2 fluorescence; Q9H2X9;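 active = thallium flux slope and its plate-corrected score both differing from the plate sample mean at a set confidence after two filtering rounds, in either direction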;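 note: slope of fluorescence scaled to starting intensity during 10 to 20 s after thallium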
Mdm2 ligase inh – blocks human Mdm2 ubiquitin ligase activity; Q00987; cell-based MDM2 ubiquitination luciferase reporter, 2 h; 0 = plate control, 100 = twice control, blank-subtracted; signal enhancement, % at 5 µM; 210,000 tested, 0.11% active; AID 1230;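 active = signal enhancement of 30% or more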;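 note: luminescence tracks abundance of the self-degrading MDM2-luciferase fusion protein; higher signal means inhibition of MDM2 E3 ligase activity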
Target sequence (Q00987 whole entry, looked up, the tested form may be a part): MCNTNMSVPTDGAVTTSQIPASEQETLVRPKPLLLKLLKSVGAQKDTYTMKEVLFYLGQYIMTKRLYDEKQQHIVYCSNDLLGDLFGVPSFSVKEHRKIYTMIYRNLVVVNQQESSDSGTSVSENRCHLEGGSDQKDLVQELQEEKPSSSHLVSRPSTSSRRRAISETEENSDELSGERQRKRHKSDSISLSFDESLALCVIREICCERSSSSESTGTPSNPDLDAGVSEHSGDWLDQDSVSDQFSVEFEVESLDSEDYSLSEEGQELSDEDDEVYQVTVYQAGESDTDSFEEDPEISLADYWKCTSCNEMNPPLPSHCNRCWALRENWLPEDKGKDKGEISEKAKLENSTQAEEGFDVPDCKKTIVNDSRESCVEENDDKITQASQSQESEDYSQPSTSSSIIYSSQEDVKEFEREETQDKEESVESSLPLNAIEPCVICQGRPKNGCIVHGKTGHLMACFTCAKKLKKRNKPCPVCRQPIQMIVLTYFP
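Test system: stable mammalian line carrying autodegrading MDM2–luciferase fusion reporter; quantity: 2000 cells in each well; times: 4 h cell settling then 2 h compound exposure, 37 °C; detection: luminescence with SteadyLite reagent, 15 min at room temperature; evaluation: percent signal gain over controls, blank-subtracted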
Rad51 HR inh – blocks human Rad51 in homologous recombination; Q06609; hRad51 DNA strand exchange, fluorescence dequenching; inhibition, % at 10 µM; 200,000 tested, 0.085% active; AID 1385;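 active = inhibition above 40% at the single screening dose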;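 note: 0% = DMSO control wells and 100% = blanks with heterologous ssDNA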
Target sequence (Q06609 whole entry, looked up): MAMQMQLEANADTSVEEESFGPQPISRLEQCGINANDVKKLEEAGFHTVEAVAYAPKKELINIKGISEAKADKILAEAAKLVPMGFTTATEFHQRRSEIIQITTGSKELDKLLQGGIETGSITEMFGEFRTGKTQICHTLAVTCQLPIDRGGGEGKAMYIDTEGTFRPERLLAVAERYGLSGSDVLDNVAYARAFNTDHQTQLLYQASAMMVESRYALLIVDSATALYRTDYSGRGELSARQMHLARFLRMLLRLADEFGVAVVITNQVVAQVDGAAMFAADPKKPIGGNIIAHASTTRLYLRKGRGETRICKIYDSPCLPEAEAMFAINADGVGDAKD
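Test system: preformed human Rad51 ssDNA filaments. Compound dosing: single dose, 10 µM final compound. Incubation: filaments 15 min 37 °C, then compound 30 min. Technique: FRET fluorescence dequenching, excitation 485 nm, emission 520 nm. Read-out basis: percent inhibition from fluorescence, normalised to plate control and blank means. Benchmarks: plate controls and plate blanks.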
EBV gp42 inh – EBV gp42 inhibition. 220,000 tested, 0.42% active. inhibition, % (tested at 21.74 µM). AID 1085. Q1HVG2. Fluorescence polarization binding assay, mP read-out; in the data active = inhibition above about 50%
Target sequence (Q1HVG2 whole entry, looked up): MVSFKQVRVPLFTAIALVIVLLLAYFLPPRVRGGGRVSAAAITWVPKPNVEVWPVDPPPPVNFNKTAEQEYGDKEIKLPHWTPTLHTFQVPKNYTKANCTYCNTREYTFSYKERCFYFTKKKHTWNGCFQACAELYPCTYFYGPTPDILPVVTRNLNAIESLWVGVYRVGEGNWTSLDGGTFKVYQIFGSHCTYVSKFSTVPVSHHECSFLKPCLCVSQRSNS
m-calpain inh – blocks pig calpain II enzyme activity; purified calpain II, fluorogenic peptide substrate, 30 min; 220,000 tested, 0.37% active; AID 1236; inhibition, % at 16 µM;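 active = inhibition above about 50%, limit read from the data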
zVAD death inh – blocks zVAD induced death of L929 cells; L929 zVAD necroptosis rescue, ATP luminescence, 24 h; with zVAD 60 µM; viability rescue, % at 10 µM; 220,000 tested, 0.38% active; AID 1377;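 active = activation, scaled between plate controls, above about 75%, limit read from the data; inactive = activation under that limit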;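 note: 0% = zVAD with DMSO and 100% = DMSO alone without zVAD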
* = called active by the depositor; i = inactive; nt = no result given; & = joins results of further samples.

SMILES	TNF necrop inh	eIF4E 4G PPI	PERK inh	Cl transport mod	Mdm2 ligase inh	Rad51 HR inh	EBV gp42 inh	m-calpain inh	zVAD death inh
O=C(O)c1cccc(NC(=S)NC(=O)c2ccc(-c3ccccc3)cc2)c1	-1.2	2	0.5	-6.1*	-30	3	-8	70*	-1.2
O=C(CSc1c2c(nc3cc(Cl)ccc13)CCCC2)NCc1ccco1	-5.8	4	-0.9	-1.8	-15	3	1	-1	-0.8
CCn1c(SCC(=O)Nc2ccc3c(c2)OCO3)nnc1-c1ccccc1O	-0.2	-1	-0.1	0.6	-13	-4	-17	19	-0.4
CCn1c(Cc2ccc(OC)cc2)nnc1SCC(=O)Nc1cccc(C(=O)OC)c1	-0.6	0	-0.3	-1.2	-5	4	-8	-7	-0.6
O=C(Cc1ccccc1Cl)N1CCN(c2ccccn2)CC1	0.5	4	1.7	-1.8	-26	1	-10	27	0.4
CCCNc1nc2c(c(=O)[nH]c(=O)n2C)n1CCCc1ccccc1	-3.5	0	0.6	0.052	-18	3	-3	12	0.2
Cc1ccc(NC(=O)c2ccc(OCc3c(C)noc3C)cc2)cc1	4.6	-7	0.3	0.0043	-7	14	2	4	2.6
COC(=O)CN1C(=S)N(Cc2ccccc2)C(=O)C1CC(=O)Nc1ccc(OC)cc1 (stereo unspecified)	1.4	-8	-0.7	0.082	-10	20	7	35	-1.2
CS(=O)(=O)N(Cc1ccccc1)c1ccc(C(=O)NCC2CCCO2)cc1 (stereo unspecified)	1.7	1	-1.5	nt	-22	-3	-4	17	0.5
C[C@@H]1OC(Nc2ccc(N=Nc3ccccc3)cc2)[C@H](O)[C@H](O)[C@H]1O (stereo partly specified)	6.3	2	1.7	1.1	-13	19	-8	27	1.8
O=C(N=Nc1c(O)[nH]c2ccccc12)c1ccc2c(c1)OCO2	-6.7	-1	1.5	-0.41	-43	20	-4	-11	26
S=C(Nc1ccccc1)N1CCCCCC1	-2.2	6	1.1	nt	8	-9	-14	0	0.1
CCOc1ncccc1C(=O)Nc1ccc(F)c(F)c1	0.6	-1	0.2	-0.18	4	-4	-4	0	1.3
COc1cccc(-c2nc(CS(=O)CC(=O)NCc3ccc4c(c3)OCO4)c(C)o2)c1 (stereo unspecified)	-0.1	2	0.8	nt	-2	-10	-11	-26	1.1
COc1ccc(-c2ccc(=O)n(Cc3ccc([N+](=O)[O-])cc3)n2)cc1	-0.3	1	0.0	-0.19	-6	-5	-9	19	1.6
COc1ccc(/C=C/C(=O)NCc2cn(C)nc2C)cc1COc1ccc(Br)cc1	-2.0	-9	-1.0	0.28	8	-4	0	-120	2.1
N=c1oc2ccc3ccccc3c2cc1-c1nnc2n1CCCCC2	-2.6	nt	-0.6	nt	-5	1	-1	i	1.7
COc1ccc(C(C#N)C2(C)OCCO2)cc1OC (stereo unspecified)	-0.2	0	1.3	nt	-8	0	-10	3	3.2
NC(=O)N=Nc1c(O)[nH]c2c(Br)cc(Br)cc12	-1.4	4	0.7	-1.3	-18	nt	-25	-1	-0.2
CCn1c(=O)c2c3c(sc2n2cnnc12)CCC3	1.0	1	0.9	-1.1	-6	-3	-7	-41	0.2

In a second layout: 17 of the compounds above
Second line of a record: TNF necrop inh | eIF4E 4G PPI | PERK inh | Cl transport mod | Mdm2 ligase inh | Rad51 HR inh | EBV gp42 inh | m-calpain inh | zVAD death inh
> CCn1c(Cc2ccc(OC)cc2)nnc1SCC(=O)Nc1cccc(C(=O)OC)c1
→ -0.6 | 0 | -0.3 | -1.2 | -5 | 4 | -8 | -7 | -0.6
> O=C(Cc1ccccc1Cl)N1CCN(c2ccccn2)CC1
→ 0.5 | 4 | 1.7 | -1.8 | -26 | 1 | -10 | 27 | 0.4
> CCCNc1nc2c(c(=O)[nH]c(=O)n2C)n1CCCc1ccccc1
→ -3.5 | 0 | 0.6 | 0.052 | -18 | 3 | -3 | 12 | 0.2
> Cc1ccc(NC(=O)c2ccc(OCc3c(C)noc3C)cc2)cc1
→ 4.6 | -7 | 0.3 | 0.0043 | -7 | 14 | 2 | 4 | 2.6
> COC(=O)CN1C(=S)N(Cc2ccccc2)C(=O)C1CC(=O)Nc1ccc(OC)cc1 (stereo unspecified)
→ 1.4 | -8 | -0.7 | 0.082 | -10 | 20 | 7 | 35 | -1.2
> CS(=O)(=O)N(Cc1ccccc1)c1ccc(C(=O)NCC2CCCO2)cc1 (stereo unspecified)
→ 1.7 | 1 | -1.5 | nt | -22 | -3 | -4 | 17 | 0.5
> C[C@@H]1OC(Nc2ccc(N=Nc3ccccc3)cc2)[C@H](O)[C@H](O)[C@H]1O (stereo partly specified)
→ 6.3 | 2 | 1.7 | 1.1 | -13 | 19 | -8 | 27 | 1.8
> O=C(N=Nc1c(O)[nH]c2ccccc12)c1ccc2c(c1)OCO2
→ -6.7 | -1 | 1.5 | -0.41 | -43 | 20 | -4 | -11 | 26
> S=C(Nc1ccccc1)N1CCCCCC1
→ -2.2 | 6 | 1.1 | nt | 8 | -9 | -14 | 0 | 0.1
> CCOc1ncccc1C(=O)Nc1ccc(F)c(F)c1
→ 0.6 | -1 | 0.2 | -0.18 | 4 | -4 | -4 | 0 | 1.3
> COc1cccc(-c2nc(CS(=O)CC(=O)NCc3ccc4c(c3)OCO4)c(C)o2)c1 (stereo unspecified)
→ -0.1 | 2 | 0.8 | nt | -2 | -10 | -11 | -26 | 1.1
> COc1ccc(-c2ccc(=O)n(Cc3ccc([N+](=O)[O-])cc3)n2)cc1
→ -0.3 | 1 | 0.0 | -0.19 | -6 | -5 | -9 | 19 | 1.6
> COc1ccc(/C=C/C(=O)NCc2cn(C)nc2C)cc1COc1ccc(Br)cc1
→ -2.0 | -9 | -1.0 | 0.28 | 8 | -4 | 0 | -120 | 2.1
> N=c1oc2ccc3ccccc3c2cc1-c1nnc2n1CCCCC2
→ -2.6 | nt | -0.6 | nt | -5 | 1 | -1 | i | 1.7
> COc1ccc(C(C#N)C2(C)OCCO2)cc1OC (stereo unspecified)
→ -0.2 | 0 | 1.3 | nt | -8 | 0 | -10 | 3 | 3.2
> NC(=O)N=Nc1c(O)[nH]c2c(Br)cc(Br)cc12
→ -1.4 | 4 | 0.7 | -1.3 | -18 | nt | -25 | -1 | -0.2
> CCn1c(=O)c2c3c(sc2n2cnnc12)CCC3
→ 1.0 | 1 | 0.9 | -1.1 | -6 | -3 | -7 | -41 | 0.2

Other records follow:
SMILES	TNF necrop inh	eIF4E 4G PPI	PERK inh	Cl transport mod	Mdm2 ligase inh	Rad51 HR inh	EBV gp42 inh	m-calpain inh	zVAD death inh
CCc1nnc(NC(=O)CN2C(=O)/C(=C/c3ccc(OC)c(OC)c3)SC2=S)s1	-0.9	0	0.8	0.3	-12	-55	2	22	0.8
O=[N+]([O-])c1cc(S(=O)(=O)Nc2cccc(Cl)c2)ccc1N/N=C/c1ccc(N2CCOCC2)cc1	-6.0	2	-0.2	-1	nt	-6	1	11	-0.9
CN(C(=O)c1ccccc1Cl)c1ccccc1	-1.5	-5	-0.2	nt	-5	nt	-2	18	1.3
Cc1ccc(Cn2ccsc2=NC(=O)CCl)cc1	-6.7	-1	-0.1	-0.69	-22	13	-18	-34	0.3
O=C(Cc1cc(=O)[nH][nH]1)N/N=C/C(Cl)=C/c1ccccc1	-2.9&-2.0	-6&4	0.0&-0.2	0.51&0.9	3&-9	-9	-6&-6	-13&11	0.3&-0.3
COc1ccc(NC(=O)/C=C/c2cccc(F)c2)cn1	2.3	-2	0.1	-0.83	-16	-32	38	9	1.4
COc1cc(N)ccc1NC(=O)c1cccs1	-2.2	-2	-0.4	-0.76	-13	-7	-11	-30	-0.1
CC(C)C(NC(=O)C1CCCCC1)C(=O)NCc1ccccn1 (stereo unspecified)	0.6	0	1.2	0.44	-25	nt	-13	-6	0.2
O=S(=O)(c1ccccc1)c1cc(O)ccc1O	-0.7	3	-0.4	1.1	0	-67	-3	-36	0.6
Cn1c(=O)cc(OCCCC(=O)NC2CCCC2)c2ccccc21	-8.8	-4	-0.6	-0.46	-12	-2	7	4	3.9
CCn1nc(C)c(CNC(=O)CC2C(=O)NCCN2CC(C)C)c1C (stereo unspecified)	-0.4	1	0.3	-0.6	-20	nt	11	-2	-0.6
O=C(NCc1ccc2c(c1)OCO2)C1CCCN(S(=O)(=O)c2cccnc2)C1 (stereo unspecified)	1.4	-4	0.5	-0.37	-21	-7	-15	-2	0.2
CCN(CC)S(=O)(=O)c1cc(NC(=O)CNc2c(C)n(C)n(-c3ccccc3)c2=O)ccc1C	-0.4	7	0.2	-0.77	-8	0	-11	-2	0.4
Cc1cccc(C(=O)Nc2sc3c(c2C(=O)O)CCC3)c1	1.6	2	1.8	-1.4	-9	nt	-5	-1	1.2
O=C(N/N=C/C(c1ccccc1)c1ccccc1)c1ccccc1F	-1.1	2	0.2	1.6	10	-163	-1	-8	2.1
COc1ccc(CNS(=O)(=O)c2cc(OCC(N)=O)c(C)cc2Cl)cc1	-2.0	3	0.3	-0.32	-11	2	-12	3	0.2
CCN1CCN(C(c2cccs2)C(C)NC(=O)c2ccccc2)CC1 (stereo unspecified)	0.6	-4	0.5	1.4	-16	0	-38	10	-0.1
CCc1c(C)nn(C(=O)/C(C#N)=C\N(C)C)c1C	0.3	2	2.1	-0.41	-32	11	-9	3	0.3
CC(C)(C)C1C=C(Sc2ccccc2)C(=O)O1 (stereo unspecified)	-0.1	0	0.8	-0.16	-7	nt	6	2	-0.2
Cc1cccc(C(C)C)c1NC(=O)COC(=O)COc1ccc2c(C)cc(=O)oc2c1	1.7	-15	0.7	0.73	-12	-2	-8	-21	0.3
CCn1c(-c2csc(C(C)C)c2)n[nH]c1=S	0.7	14	1.0	4.6	-8	13	-26	3	0.4
O=C(Nc1ccccc1OC(=O)c1ccc(Cl)cc1)c1ccc(Cl)cc1	3.5	1	0.5	0.11	-16	-4	-24	6	1.4
Cc1ccc(C(=O)CN(C(=O)c2ccc(Cl)c(Cl)c2)N2C(=O)C3C4C=CC(C4)C3C2=O)cc1 (stereo unspecified)	0.5	-10	0.2	nt	-13	3	-4	15	1.3
COc1cccc(/C=C/C(=O)OCC(=O)Nc2ccc(N3CCOCC3)cc2)c1OC	0.4	-4	0.9	0.21	7	1	1	-33	0.8
CCOc1ccc2nc(N3C(=O)/C(=C/c4ccc(Cl)cc4)NC3=S)sc2c1	-1.0	26	1.0	19*	-12	-18	64*	-66	0.4
COc1cc(NC(=O)c2ccccc2)c(OC)cc1Cl	-1.3	4	0.3	0.13	1	0	-14	1	0.5
Cc1ccc(-c2nc(NC(=O)CSc3ncn[nH]3)ns2)cc1	0.3	3	1.4	0.36	-8	-9	-13	9	0.3
N#Cc1c(C(F)(F)F)cc(-c2cccs2)nc1SCc1ccc(Cl)nc1	-3.7	-6	-0.4	nt	-6	-1	-3	-152	-0.3
COCCSc1nnc(-c2cnccn2)o1	0.3	2	0.6	1.1	-18	-3	-8	-28	0.6
Cn1c(=O)[nH]c(=O)c2c1nc(N1CCCC1)n2CCCSc1nc2ccccc2o1	-4.6	3	0.0	-0.38	3	-4	-21	-6	-0.4
COc1ccc(C(CC(=O)N2CCN(c3ccccc3)CC2)c2c(O)cc(OC)cc2OC)cc1 (stereo unspecified)	3.1	-5	nt	-0.9	18	0	-9	-34	0.1
COc1cc(/C=C/C(=O)OCC(=O)N2CCC(Cc3ccccc3)CC2)ccc1O	-18	-7	-0.3	-3.9	-17	nt	-1	-5	0.0
O=C(C1CCN(c2nnc(-n3cccc3)s2)CC1)N1CCOCC1	1.6	2	1.2	-0.11	-15	-1	2	-5	0.7
